# Y pestis TopoI: Yersinia pestis topoisomerase I inhibitors, primary screen, biochemical, cleavage product accumulation, plate reader, single point; actives 0.064% (n = 360,000); activity, % at 10 µM; Y. pestis Topo-I cleavage product accumulation; in the data active = activity above about 50%, passing the limit was not always enough; inconclusive = no clear call, values can overlap the other calls; note: inactives centre near 2
# BoNT F protease: BoNT/F light chain protease inhibitors, primary screen, biochemical, flow cytometry, MLPCN library; actives 0.22% (n = 360,000); inhibition, % at 10 µM; Multiplex microsphere protease cleavage assay; Botulinum neurotoxin type F light chain protease (Clostridium botulinum); in the data active = inhibition above about 35%, passing the limit was not always enough; inconclusive = no clear call, values can overlap the other calls; note: plate controls were buffer without enzyme for full effect and enzyme alone for no effect
# PrPC surface inh: inhibitors of human cell surface prion protein PrPC, primary screen, cell-based, TR-FRET. Major prion protein (Homo sapiens), P04156. TR-FRET read-out. inhibition, % at 13.8 µM. actives 0.43% (n = 370,000). AID 720596, 2013; in the data active = inhibition above about 24%; note: 0% = median of the test wells and 100% = reference compound wells
# BoNT A protease: BoNT/A light chain protease inhibitors, primary screen, biochemical, flow cytometry, MLPCN library; inhibition, % at 10 µM; Botulinum neurotoxin type A light chain protease (Clostridium botulinum A str. ATCC 3502); multiplex microsphere protease substrate cleavage; actives 0.17% (n = 360,000); note: plate controls were buffer without enzyme for full effect and enzyme alone for no effect
# CCHF vOTU inh: CCHFV vOTU protease inhibitors, primary screen, biochemical, Pep-AMC substrate, fluorescence. Crimean-Congo hemorrhagic fever virus L polyprotein viral ovarian tumor (vOTU) protease …. inhibition, % at 11.5 µM. actives 0.55% (n = 370,000); in the data active = inhibition above about 30%; note: 0% = vehicle wells with enzyme and 100% = no enzyme wells
# Anthrax LF inh2: Bacillus anthracis LF protease inhibitors, primary screen, biochemical, multiplex microsphere, MLPCN library; Lethal factor (Bacillus anthracis), P15917; multiplex microsphere protease cleavage assay; inhibition, % at 10 µM; actives 0.12% (n = 360,000); AID 588501, 2011; note: plate controls were buffer without enzyme for full effect and enzyme alone for no effect
# Target sequence (P15917 whole entry, looked up): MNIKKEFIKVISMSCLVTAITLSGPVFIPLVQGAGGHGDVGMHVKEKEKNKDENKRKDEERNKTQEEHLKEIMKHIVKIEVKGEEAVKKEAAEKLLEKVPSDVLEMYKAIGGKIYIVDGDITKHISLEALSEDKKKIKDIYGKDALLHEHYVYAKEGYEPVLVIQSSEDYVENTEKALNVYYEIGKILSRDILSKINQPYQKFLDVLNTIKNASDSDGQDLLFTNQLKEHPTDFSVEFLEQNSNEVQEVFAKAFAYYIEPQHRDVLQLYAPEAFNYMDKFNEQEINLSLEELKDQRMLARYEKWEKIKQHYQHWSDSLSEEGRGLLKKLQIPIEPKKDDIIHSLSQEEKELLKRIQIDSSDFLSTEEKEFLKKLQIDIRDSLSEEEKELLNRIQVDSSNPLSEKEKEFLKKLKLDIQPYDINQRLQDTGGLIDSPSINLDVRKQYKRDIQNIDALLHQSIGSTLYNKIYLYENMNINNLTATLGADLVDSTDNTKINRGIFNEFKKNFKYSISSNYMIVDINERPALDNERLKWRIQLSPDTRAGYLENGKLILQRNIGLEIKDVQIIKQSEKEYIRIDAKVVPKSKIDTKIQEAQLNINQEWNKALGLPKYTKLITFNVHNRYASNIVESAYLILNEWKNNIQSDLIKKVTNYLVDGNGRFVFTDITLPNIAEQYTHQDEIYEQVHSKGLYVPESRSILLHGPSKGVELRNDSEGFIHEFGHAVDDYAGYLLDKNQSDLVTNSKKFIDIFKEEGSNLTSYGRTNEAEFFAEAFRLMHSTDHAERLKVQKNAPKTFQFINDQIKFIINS
# FadD28 binding: inhibitors of FadD28 bisubstrate probe binding, primary screen, biochemical, fluorescence polarization, single point | inhibition, % at 12.5 µM | actives 0.22% (n = 360,000) | AID 588549, 2011 | Mycobacterium tuberculosis FadD28 fatty-acid-AMP ligase; in the data active = inhibition above about 8.5%, passing the limit was not always enough; inconclusive = no clear call, values can overlap the other calls
# PfHsp40 yeast: rescue of yeast from PfHsp40 toxicity, primary screen, S. cerevisiae, ATP luminescence. S. cerevisiae expressing PfHsp40, growth rescue. growth rescue, % at 12.5 µM. actives 0.68% (n = 340,000); in the data active = growth rescue above about 28%, passing the limit was not always enough; inconclusive = no clear call, values can overlap the other calls;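 note: yeast W303a lacking pdr1 and pdr3 grown in galactose medium; growth measured after three days at 30 °C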
# TcdB GH inh: TcdB glycohydrolase inhibitors, primary screen, biochemical, single point, plate reader | actives 0.24% (n = 350,000) | inhibition, % at 9.99 µM | Toxin B (Clostridioides difficile), P18177 | TcdB glycohydrolase enzymatic assay | AID 652162, 2013; in the data active = inhibition above about 10%
# Numbers without * were called inactive; ? = inconclusive; · = no result given. Cut-off read from the data, not from the text of the source, unless noted: active = inhibition above about 30%; inconclusive = no clear call, values can overlap the other calls; inactive = below that.
SMILES,Y pestis TopoI,BoNT F protease,PrPC surface inh,BoNT A protease,CCHF vOTU inh,Anthrax LF inh2,FadD28 binding,PfHsp40 yeast,TcdB GH inh
CCOC(=O)c1ccc(S(=O)(=O)NCC(c2ccc(N(C)C)cc2)c2c[nH]c3ccccc23)cc1 (configuration not stated),-2,-21,-5,-2.9,8,-11,-1.2,1.6,-0.2
O=C(COC(=O)C1(c2ccccc2F)CCCC1)N1CCc2ccccc21,1,-1,-6,-0.7,3,-1,-3.1,1.0,·
O=C(NCCCN1CCCC1=O)c1ccc(S(=O)(=O)Nc2ccccc2)cc1,-1,6,-5,-0.4,-3,3,-2.3,-0.8,-0.8
O=C1NC[C@@H](CCCCN2C[C@H](Cc3ccc(O)cc3)N(CC3CCCCC3)C(=O)C2=O)N(CCC2CCCCC2)C1=O,·,-9,11,-0.2,17,4,·,·,0.2
CCOC(=O)c1ccc(NC(=O)Nc2ccc(F)cc2)cc1,-10,-10,13,-0.2,7,-4,-5.1,9.1,·
CC(C)[C@H](NC(N)=O)C(=O)Nc1ccc(Oc2ccccc2)cc1,3,-2,1,0.3,15,-4,-3.9,-1.8,0.5
NC(=O)C1CCN(C(=O)c2ccc(-c3ccccc3)cc2)CC1,0,-6,·,-1.0,·,-6,1.2,0.3,·
Cc1nn(Cc2ccccc2)c(Cl)c1C(=O)OCC#N,4,-6,4,-1.0,-5,-3,-2.2,-1.2,0.4
Cc1ccc2nc(C)cc(C(=O)OCC(=O)Nc3c(C)n(C)n(-c4ccccc4)c3=O)c2c1,3,2,7,-0.5,-13,-5,-0.9,-0.3,0.0
CCOC(=O)c1nc(Nc2ccc(N3CCOCC3)cc2)c2ccccc2n1,-2,-19,-13,-3.8,10,-11,-0.8,0.2,2.2
CCc1cccc(N(CC(=O)NC2CCCCC2)C(=O)c2csnn2)c1,9,10,1,-1.2,8,8,-1.7,-0.6,1.5
CCc1nc2c(OCCn3cccc3)cccn2c1N(C)C(=O)C1CC1,5,0,6,0.0,1,0,-3.0,·,0.6
O=C(Oc1c(-c2ccccc2)c(=O)n2c3c(cccc13)CC2)c1cccc([N+](=O)[O-])c1,34,-46,0,-8.4,-6,11,-0.7,25,0.6
CC[C@@H](C)[C@@H]1CN([C@@H](CN2CCC[C@H]2CN2C(N)=NC[C@H]2CC(C)C)C(C)C)C(=N)N1CCc1ccc(Cl)c(Cl)c1,-4,-27,-2,-0.4,16,-2,-4.9,2.3,1.6
Cn1ccnc1SC(=O)N1c2ccccc2Sc2ccccc21,-9,0,-3,-0.4,-19,-2,-6.7,2.5,·
COc1ccc(/C=C/C(=O)c2ccc[nH]2)c(OC)c1OC,0,18,-12,3.6,16,5,-3.9,0.9,·
Cc1cc(NC(=O)CSc2nnc(Nc3ccccc3F)s2)no1,13,1,2,-0.3,-11,-4,-1.4,-1.2,1.4
COc1ccc(CSc2nc3nc(C)cc(C)n3n2)cc1F,1,3,-3,-0.8,0,1,0.6,-0.1,-0.1
Cc1ccc(C(=O)NCC(=O)NCC(c2ccco2)N2CCCCC2)cc1C (configuration not stated),6,·,-7,·,-4,·,-3.3,-1.6,-0.8
COc1ccc(/C=C(/C#N)C(=O)Nc2cc(C)ccc2C)cc1C(=O)O,-7,-6,-5,0.0,14,6,-0.5,-0.8,·
COc1ccc2c(c1)[nH]c1c(=O)n(Cc3ccccn3)cnc12,-6,3,-8,-0.5,1,1,-4.7,-0.8,·
CCCN1Cc2cccc(C(=O)Nc3ccc(OC)c(OC)c3)c2C1=O,4,-2,-9,-0.4,-5,-4,0.8,0.4,-0.7
CCOCCCn1c(=O)c2ccccc2n2c(=S)[nH]nc12,5,18,8,-2.1,3,-9,-1.6,-0.1,25*
O=P(Oc1ccccc1)(Oc1ccccc1)N1CCOCC1,3,-6,-3,-0.4,-4,-2,-3.2,-0.7,0.2
CCOCCCNC(=O)C1CCC(CNS(=O)(=O)c2cccc3nsnc23)CC1 (configuration not stated),-9,2,-34,2.1,-6,-6,-0.6,-1.1,·
SMILES,Y pestis TopoI,BoNT F protease,PrPC surface inh,BoNT A protease,CCHF vOTU inh,Anthrax LF inh2,FadD28 binding,PfHsp40 yeast,TcdB GH inh
CCOC(=O)CSc1nc(C)cc(C)c1C(N)=O,-3,-2,-12,-1.5,8,-1,0.2,-0.6,0.3
OCCCCNc1cccc2ccccc12,6,-19,0,0.6,-77,-5,-0.4,-1.3,8.2
Cc1nnc(NC(=O)Cn2cnc3c2c(=O)n(C)c(=O)n3C)s1,6,6,-8,1.2,-2,3,-0.9,-1.1,·
CCOC1=C2[C@@H](CN(S(=O)(=O)c3ccccc3)[C@H]2c2ccccc2)[C@H]2C(=O)N(c3ccccc3)C(=O)[C@H]2C1,·,2,3,-0.9,5,-5,-1.4,·,0.2
Cc1ccccc1OCCN1CCC(Cc2ccccc2)CC1,23,-11,1,0.0,19,1,-0.4,59*,-0.9
COc1cccc2cc(C(=O)OCC(=O)NCc3ccc4c(c3)OCO4)c(=O)oc12,11,-12,8,-1.1,0,-4,-1.5,-0.1,0.3
Cc1cccnc1NC(=O)c1cc2ccccc2oc1=O,-10,-15,-8,-0.7,-1,0,-2.3,0.0,1.7
CC1Cc2ccccc2N1C(=O)COC(=O)c1cccnc1Cl (configuration not stated),2,2,-5,?,-20,-2,-4.6,-1.4,0.9
Cc1ccc(NC(=O)CC2C(=O)NC3CCCCC3N2C(=O)c2ccc(F)cc2)cc1C (configuration not stated),12,-16,-1,-0.3,18,3,-1.3,0.6,·
Cc1cc(Cl)ccc1OCC(=O)OCC(=O)NC1CCS(=O)(=O)C1 (configuration not stated),0,0,-2,-1.6,9,-5,-3.7,-0.8,1.0
O=C1OCCN1C(=O)[C@H]1[C@H](c2ccc(F)cc2)C(c2ccc(F)cc2)=NN1c1ccc(Br)cc1,-19,7,·,0.9,·,-4,-3.5,3.3,·
Brc1ccc2c(c1)CN(CC1CCCCC1)Cc1cnnn1-2,·,-10,-2,-0.7,1,-8,-5.0,·,1.6
Cc1ccnc(SCC(=O)c2ccc([N+](=O)[O-])cc2)n1,3,-9,-5,-1.0,-7,-2,0.8,-0.6,1.2
CC(=O)Nc1nnc(C)s1,-2,-16,-5,-1.5,7,-2,-1.3,0.2,1.2
O=C(NCc1ccc(F)cc1)C1CCC(=O)N1CCc1ccccc1 (configuration not stated),-3,5,1,-0.2,-7,1,-1.8,-0.5,1.7
O=C(CSc1nnc(-c2ccc(O)cc2)o1)Nc1ccccc1,-7,-4,5,-1.8,-6,-5,-1.5,0.8,2.5
CN1CCN(C(=O)c2ccccc2N(Cc2ccccc2)S(C)(=O)=O)CC1,-4,0,-2,0.5,6,-1,1.0,-1.1,·
CCC(CC)c1nnc(NC(=O)C2CC(=O)N(CCc3ccc(F)cc3)C2)s1 (configuration not stated),8,-3,-2,-1.5,0,3,-2.0,2.6,0.0
O=C(c1ccco1)N1CCN(C(=O)c2ccccc2NS(=O)(=O)c2ccc(F)cc2)CC1,4,-2,-1,-0.6,-6,-2,-0.8,0.7,1.1
CN(CC(=O)Nc1ccc(OC(F)(F)F)cc1)C(=O)C1CCC1,-8,4,-6,0.3,11,2,·,0.4,2.4
S=C1NC2(CCCCC2)NN1c1ccccc1,2,0,7,-0.4,4,-5,-2.8,1.4,0.0
COc1cc(CC(=O)OCC(=O)Nc2cc([N+](=O)[O-])ccc2F)cc(OC)c1OC,-8,5,-10,0.7,0,-1,-1.9,-1.1,1.7
C=CCC1=C/C(=C\c2c(N)n3nc(CC(=O)N4CCCC4)sc3nc2=O)C=C(OC)C1=O,-4,-2,-4,1.1,6,-2,-0.4,0.1,2.0
CCN(C(=O)COc1cccc(-n2cnnn2)c1)C1CCS(=O)(=O)C1 (configuration not stated),-1,3,-10,0.4,-4,6,-1.6,-0.2,0.3
CCC(Sc1nccn1C)C(=O)Nc1cccc2ccccc12 (configuration not stated),9,28,1,1.9,15,10,0.6,-0.2,·

# Entries of single compounds as entered above. Order of screens: Y pestis TopoI	BoNT F protease	PrPC surface inh	BoNT A protease	CCHF vOTU inh	Anthrax LF inh2	FadD28 binding	PfHsp40 yeast	TcdB GH inh
# CCc1nc2c(OCCn3cccc3)cccn2c1N(C)C(=O)C1CC1 is listed with 5	0	6	0.0	1	0	-3.0	·	0.6
# CN(CC(=O)Nc1ccc(OC(F)(F)F)cc1)C(=O)C1CCC1 is listed with -8	4	-6	0.3	11	2	·	0.4	2.4
# CC1Cc2ccccc2N1C(=O)COC(=O)c1cccnc1Cl (configuration not stated) is listed with 2	2	-5	?	-20	-2	-4.6	-1.4	0.9
# CCc1cccc(N(CC(=O)NC2CCCCC2)C(=O)c2csnn2)c1 is listed with 9	10	1	-1.2	8	8	-1.7	-0.6	1.5
# COc1cc(CC(=O)OCC(=O)Nc2cc([N+](=O)[O-])ccc2F)cc(OC)c1OC is listed with -8	5	-10	0.7	0	-1	-1.9	-1.1	1.7

# The listing continues.
SMILES,Y pestis TopoI,BoNT F protease,PrPC surface inh,BoNT A protease,CCHF vOTU inh,Anthrax LF inh2,FadD28 binding,PfHsp40 yeast,TcdB GH inh
Fc1cccc(-n2ncc(-c3nnnn3-c3ccccc3)c2C(F)(F)F)c1,8,-26,5,-0.4,6,-3,-0.4,0.2,·
CCC(CC)C(=O)Nc1nnc(-c2cccs2)s1,-8,2,-2,0.4,-5,4,-3.6,1.5,·
CCOC(=O)c1ccc(CNC(=O)Cn2nnc(-c3cccc(C)c3)n2)o1,2,2,·,-0.4,·,1,-1.4,-0.7,·
COc1ccc(C(=O)O/N=C(\N)c2cccc(C)c2)cc1OC,-5,3,1,-3.1,-1,-1,-1.1,-1.3,1.2
Cc1ccnc(NC(=O)CCC(=O)N(CC(=O)NCc2ccccc2)c2ccc3c(c2)OCO3)c1,-1,15,-2,0.5,10,0,0.7,1.6,·
Cc1ccc[n+](CC(=O)Nc2cccc(Cl)c2)c1,-8,?,-8,?,2,-7,-0.5,-0.7,-0.6
Cc1cccc(CNC(=O)Nc2nnc([C@@H]3C[C@H](O)[C@@H](CO)O3)s2)c1,-3,3,1,-0.4,-2,0,-1.5,·,0.5
COc1cccc(CNC(=O)[C@@H]2CCCN2C(=O)[C@@H]2CCCN2)c1,·,4,-6,-0.3,-7,1,·,·,4.0
COc1ccccc1N(C)S(=O)(=O)c1ccc(C(=O)OCC(N)=O)cc1,-10,-2,1,-1.0,-6,3,1.8,-0.3,0.1
O=C(Nc1ccc2c(c1)OCO2)C(c1ccccc1)N1CCC2(CC1)OCCO2 (configuration not stated),5,-14,-3,-0.8,7,-4,-0.3,3.1,·
COc1cc(C(=O)N/N=C/c2ccc(OC)c(CN3CCN(c4ccc(F)cc4)CC3)c2)ccc1O,2,-11,-3,-1.2,8,-8,-1.1,-0.4,4.9
CCOc1ccc(/C=C/C(=O)c2cc(Br)ccc(=O)c2O)cc1,-6,-4,-13,21,2,8,1.4,16,0.2
COc1ccc(OC)c(-c2nnc(SCC(=O)N3CCCc4ccccc43)o2)c1,25,7,-3,0.6,4,2,-0.4,2.5,·
O=C(NCc1ccc2c(c1)OCO2)c1ccc(COc2cc(Cl)ccc2Cl)o1,-4,18,7,10,11,1,-2.5,0.6,·
CC(C)N1CCN(Cc2cccc([N+](=O)[O-])c2)CC1,-2,13,6,1.5,-1,9,-3.6,0.3,-2.5
CCC(=O)Nc1ccccc1C(=O)N1CCCC1,-1,4,-1,-0.1,0,-2,-2.3,1.0,·
CC[C@H](C)[C@H]1CNC(=S)N1CC1CCN(CC)CC1,-3,4,-1,-0.2,4,-5,-1.8,·,0.7
Cc1nn(CC(=O)c2ccc(Cl)cc2Cl)c(C)[n+]1N,0,-4,-2,-0.3,-5,-2,-0.9,-0.7,-0.1
CC1CCC2C(=O)N(c3ccc(C(=O)NCc4ccccc4)cc3)C(=O)C2C1 (configuration not stated),-1,0,5,-0.4,12,-4,-1.8,-0.2,·
